Screening data as filed in PubChem BioAssay.
Y pestis TopoI – Y. pestis Topo-I inhibition via cleavage products | Y. pestis Topo-I cleavage product accumulation, plate reader | activity, % at 10 µM | 0.064% of 360,000 active | AID 504884; in the data active means activity above about 50%, passing the limit was not always enough; inconclusive means no clear call, values can overlap the other calls; further: inactives centre near 2
TcdB inh – blocks C. difficile toxin B glycohydrolase activity; TcdB glycohydrolase enzymatic assay, plate reader; inhibition, % at 9.99 µM; 0.24% of 350,000 active; AID 652162; in the data active means inhibition above about 10%
Vc quorum ag – induces V. cholerae light production without autoinducers. V. cholerae BH1578 lux reporter, luminescence, 6 h. activation, % at 18.7 µM. 0.16% of 350,000 active; in the data active means activation mostly above about 9.7%, no sharp cut-off; inconclusive means no clear call, values can overlap the other calls; inactive means mostly below about 3.7%; further: not every result past the cut was called active; inactives centre near 0; reference of the scale not given here
PfHsp40 yeast – compounds rescuing yeast from Plasmodium falciparum HSP40 toxicity. 0.68% of 340,000 active. S. cerevisiae expressing PfHsp40, growth rescue, ATP luminescence. growth rescue, % at 12.5 µM. AID 504582; in the data active means growth rescue above about 28%, passing the limit was not always enough; inconclusive means no clear call, values can overlap the other calls;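 further: yeast W303a lacking pdr1 and pdr3 grown in galactose medium; growth measured after three days at 30 °C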
BoNT-A LC inh2 – blocks Botulinum neurotoxin A light chain protease; inhibition, % at 10 µM; multiplex microsphere protease substrate cleavage, flow cytometry; 0.17% of 360,000 active; AID 588499; further: plate controls were buffer without enzyme for full effect and enzyme alone for no effect
PriA SSB inh – inhibitors of Klebsiella pneumoniae PriA binding to SSB C-terminal tail. 0.6% of 430,000 active. inhibition, % at 33 µM. AlphaScreen SSBct-PriA binding, biotinylated peptide; in the data active means inhibition mostly above about 37%, no sharp cut-off; inactive means mostly below about 20%;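 further: plate controls were negative control peptide for no effect and reference peptide for full effect; strong numbers were not always called active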
SARS 3CLpro inh – SARS-CoV 3CLpro protease inhibition | P0C6X7 | recombinant SARS-CoV 3CLpro, quenched FRET peptide cleavage | inhibition, % at 6 µM | 0.14% of 290,000 active; in the data active means inhibition above about 12%
VHR inh abs – inhibitors of human VHR1 phosphatase (DUSP3) | recombinant VHR phosphatase, pNPP absorbance | inhibition, % at 13.3 µM | 0.52% of 290,000 active; in the data active means inhibition above about 50%; further: some compounds called inactive have numbers as strong as hits
CCHFV vOTU inh – CCHFV vOTU protease inhibition. 0.55% of 370,000 active. AID 651958. inhibition, % at 11.5 µM. Pep-AMC fluorescence; in the data active means inhibition above about 30%; further: 0% = vehicle wells with enzyme and 100% = no enzyme wells
Anthrax LF prot – inhibitors of Bacillus anthracis lethal factor protease | P15917 | multiplex microsphere protease cleavage assay, LF | inhibition, % at 10 µM | 0.12% of 360,000 active; further: plate controls were buffer without enzyme for full effect and enzyme alone for no effect
Starred values were filed as active, the others as inactive; i = inactive; ? = inconclusive; nt = not tested or not shown; & = joins results of further samples. Unless noted, no stated cut-off is given here; in the data, active means inhibition above about 30%; inconclusive means no clear call, values can overlap the other calls; inactive means below that. An excerpt; count on the stated rates, not on these rows.

SMILES,Y pestis TopoI,TcdB inh,Vc quorum ag,PfHsp40 yeast,BoNT-A LC inh2,PriA SSB inh,SARS 3CLpro inh,VHR inh abs,CCHFV vOTU inh,Anthrax LF prot
O=C(CN1C(=O)NC2(CCc3ccccc32)C1=O)Nc1ccccc1OC(F)F (stereo unspecified),-10,1.7,i,7.8,-0.1,0,nt,nt,-2,3
COC(=O)C1=C(c2ccc(F)cc2OCc2ccccc2)C[C@@H]2CC[C@H]1N2C(=O)NCc1ccccc1OC,-1,-10,i,1.0,0.2,2,nt,nt,24,2
Cc1ccc(C)c(CSc2nnc(-c3cccs3)n2Cc2ccco2)c1,-1,nt,-0.3,0.9,nt,-4,3,19,9,nt
CN1C(=O)c2ccccc2Sc2ccc(NC(=O)N3CCCC3)cc21,6,nt,i,0.4,0.2,-13,3,24,1,-4
O=C(NS(=O)(=O)c1ccc2c(c1)OCCO2)c1ccccc1,-1,nt,0.7,0.8,-0.2,4,-1,35,9,-2
Cc1cccc(NC(=O)CN2CCC(NC(=O)C3CCCCC3)CC2)c1C,-5,0.5,1.3,-2.0,-0.2,-8,0,37,4,-1
OCCC1CN(Cc2cnc(-c3ccccc3)s2)CCN1CCc1ccccc1 (stereo unspecified),24,0.7,-0.3,-0.5,-0.3,-13,-4,26,-2,-2
O=C(Nc1cccnc1)C1CCCN(c2ncnc3c2nc2n3CCCCC2)C1 (stereo unspecified),11,-0.4,-2.1,-0.1,1.8,1,-5,40,-6,-3
CCOC(=O)C1CCN(c2c(Nc3ccc4c(c3)OCCO4)c(=O)c2=O)CC1,-6,-20,-0.2,-0.8,-0.6,-10,0,47,6,-2
CCOc1ccc(N=C2SCC(=O)N2CC)cc1,-8,-0.3,i,-0.8,-4.8,-27,-1,-4,-4,-3
Cc1cccc(/C=C(\c2nc3ccccc3[nH]2)S(=O)(=O)c2ccccc2)c1,-1,-0.6,-0.3,1.2,-0.4,8,3,13,3,0
COc1ccc2nc(NC(=O)CSC(C)C(=O)Nc3cc(C)on3)sc2c1 (stereo unspecified),3,0.8,i,-0.2,85*,-5,nt,nt,-2,?

Laid out differently: entries from further up.
Value order: Y pestis TopoI	TcdB inh	Vc quorum ag	PfHsp40 yeast	BoNT-A LC inh2	PriA SSB inh	SARS 3CLpro inh	VHR inh abs	CCHFV vOTU inh	Anthrax LF prot
COC(=O)C1=C(c2ccc(F)cc2OCc2ccccc2)C[C@@H]2CC[C@H]1N2C(=O)NCc1ccccc1OC
 : -1	-10	i	1.0	0.2	2	nt	nt	24	2
Cc1ccc(C)c(CSc2nnc(-c3cccs3)n2Cc2ccco2)c1
 : -1	nt	-0.3	0.9	nt	-4	3	19	9	nt

Next results follow:
SMILES,Y pestis TopoI,TcdB inh,Vc quorum ag,PfHsp40 yeast,BoNT-A LC inh2,PriA SSB inh,SARS 3CLpro inh,VHR inh abs,CCHFV vOTU inh,Anthrax LF prot
CNC(=O)CN(Cc1ccccc1)S(=O)(=O)c1ccc(Cl)cc1,0,0.5,-0.9,-0.2,-0.8,-19,-3,8,14,-14
COc1ccc(/C(N)=N/OC(=O)Cc2ccc(C)cc2)cc1,9,0.8,-0.1,2.3,-0.9,nt,1,8,8,-2
Cc1cc(C)nc(SCC(=O)Nc2ccc(S(=O)(=O)Nc3ncccn3)cc2)n1,-2,1.4,-0.2,-0.2,-0.3,-9,-1,26,-2,1
O=C(NCc1ccc(-c2csnn2)cc1)c1cccs1,-1,1.2,1.6,0.7,0.5,-1,2,26,-14,-1
COc1ccc(N2CCN(C3CCCN(Cc4ccccc4OCCO)C3)CC2)cc1 (stereo unspecified),12,0.0,2.3,1.7,?,4,2,23,-8,-1
O=C(CCSCCC(=O)NCC1CCCO1)NCC1CCCO1 (stereo unspecified),-4,nt,-0.2,-0.5,0.6,-14,-1,-22,3,0
COc1cc(/C=N/NC(=O)COc2ccccc2[N+](=O)[O-])ccc1OC(=O)c1ccco1,-6,3.2,-0.6,0.2,-0.7,nt,0,-1,-7,-1
O=C(CSc1nc(Nc2ccccc2)nc(N2CCOCC2)n1)Nc1ccccc1Cl,1,nt,1.3,-0.1,-0.5,-1,-4,7,-3,-1
Cc1cc(=O)oc2ccc(OCC(=O)N(Cc3ccc(F)cc3)Cc3ccco3)cc12,14,nt,-0.3,1.2,0.4,-3,0,17,17,2
CCOC(=O)C1C2C=CC3(CN(c4cccc(Cl)c4)C(=O)C13)O2 (stereo unspecified),5,0.8,-0.9,0.1,-0.7,-1,-3,29,-5,1
CCN(CC)C(=O)[C@H]1CC(CC(=O)NC/C=C(\C)CCC=C(C)C)C(=O)N2CCc3c([nH]c4ccc(OC)cc34)[C@]12C (stereo partly specified),21,1.6,i,7.0,-0.7,7,nt,nt,23,2
CCOc1ncnc2c1[nH]c1ccccc12,7,-0.7,i,-0.1,-0.3,-1,4,5,-15,-6
COc1ccccc1-c1ccc2c(c1)C(C)(Cc1ccccc1C#N)C(=O)N2 (stereo unspecified),18,0.5,-0.7,nt,-0.4,nt,nt,nt,1,-11
CN=C1SC(CC(=O)Nc2ccc(C(=O)O)cc2)C(=O)N1C (stereo unspecified),-2,nt,i,0.3,1.3,1,1,11,6,1
CCN1C(=O)/C(=C/c2ccc(OCc3ccc(C(=O)O)cc3)c(Cl)c2)NC1=S,-10,2.1,-0.6,-0.1,-1.1,12,-1,18,5,-11
Cc1cc2n(n1)C(c1ccccc1)CC(c1ccc(Br)cc1)=N2 (stereo unspecified),-2,nt,-0.5,-0.8,0.3,-15,-1,30,nt,0
COCC(=O)N1CCC(c2nc3ccccc3[nH]2)CC1,9,-1.0,i,nt,-1.0,nt,nt,nt,-4,-7
CCOc1cc(C2C(C(=O)c3ccco3)=C(O)C(=O)N2CC2CCCO2)ccc1O (stereo unspecified),1,1.6,-0.3,-0.8,-0.8,-9,1,26,2,-1
CCOC(=O)/C(=C\c1ccccc1)C(=O)CCN1CCOCC1,9,0.4,5.6,-1.0,-0.6,6,nt,nt,9,2
O=C(CCCN1C(=O)c2ccccc2C1=O)OC1CSCC1NC(=O)c1ccccc1 (stereo unspecified),27,nt,-0.8,-0.1,0.5,-10,2,11,19,-8
Cc1ccc(C(=O)Nc2cccc(C(F)(F)F)c2)cc1Nc1cncnc1,0&-10,1.9&4.5,i,-1.9,-0.4&-0.3,3,1,13,13&6,-1&10
CSc1ccccc1NC(=O)c1cc(C)on1,7,nt,i,-0.2,1.3,-24,-1,-17,-13,-4
c1ccc(OCc2nnnn2-c2ccccc2)cc1,0,-0.2,-0.3,2.4,-0.5,-19,3,0,0,2
O=C(Nc1ccccc1C(F)(F)F)N1CCN(c2ccccn2)CC1,9,0.4,-0.1,-1.8,-0.4,-15,-2,36,-3,-1

Reformatted: results already given.
Second line of a record – Y pestis TopoI | TcdB inh | Vc quorum ag | PfHsp40 yeast | BoNT-A LC inh2 | PriA SSB inh | SARS 3CLpro inh | VHR inh abs | CCHFV vOTU inh | Anthrax LF prot
> CN=C1SC(CC(=O)Nc2ccc(C(=O)O)cc2)C(=O)N1C (stereo unspecified)
→ -2 | nt | i | 0.3 | 1.3 | 1 | 1 | 11 | 6 | 1
> CCN1C(=O)/C(=C/c2ccc(OCc3ccc(C(=O)O)cc3)c(Cl)c2)NC1=S
→ -10 | 2.1 | -0.6 | -0.1 | -1.1 | 12 | -1 | 18 | 5 | -11
> Cc1cc2n(n1)C(c1ccccc1)CC(c1ccc(Br)cc1)=N2 (stereo unspecified)
→ -2 | nt | -0.5 | -0.8 | 0.3 | -15 | -1 | 30 | nt | 0
> COCC(=O)N1CCC(c2nc3ccccc3[nH]2)CC1
→ 9 | -1.0 | i | nt | -1.0 | nt | nt | nt | -4 | -7
> CCOc1cc(C2C(C(=O)c3ccco3)=C(O)C(=O)N2CC2CCCO2)ccc1O (stereo unspecified)
→ 1 | 1.6 | -0.3 | -0.8 | -0.8 | -9 | 1 | 26 | 2 | -1
> CCOC(=O)/C(=C\c1ccccc1)C(=O)CCN1CCOCC1
→ 9 | 0.4 | 5.6 | -1.0 | -0.6 | 6 | nt | nt | 9 | 2
> O=C(CCCN1C(=O)c2ccccc2C1=O)OC1CSCC1NC(=O)c1ccccc1 (stereo unspecified)
→ 27 | nt | -0.8 | -0.1 | 0.5 | -10 | 2 | 11 | 19 | -8
> Cc1ccc(C(=O)Nc2cccc(C(F)(F)F)c2)cc1Nc1cncnc1
→ 0&-10 | 1.9&4.5 | i | -1.9 | -0.4&-0.3 | 3 | 1 | 13 | 13&6 | -1&10
> CSc1ccccc1NC(=O)c1cc(C)on1
→ 7 | nt | i | -0.2 | 1.3 | -24 | -1 | -17 | -13 | -4
> c1ccc(OCc2nnnn2-c2ccccc2)cc1
→ 0 | -0.2 | -0.3 | 2.4 | -0.5 | -19 | 3 | 0 | 0 | 2
> O=C(Nc1ccccc1C(F)(F)F)N1CCN(c2ccccn2)CC1
→ 9 | 0.4 | -0.1 | -1.8 | -0.4 | -15 | -2 | 36 | -3 | -1

Remaining list, next part.
SMILES,Y pestis TopoI,TcdB inh,Vc quorum ag,PfHsp40 yeast,BoNT-A LC inh2,PriA SSB inh,SARS 3CLpro inh,VHR inh abs,CCHFV vOTU inh,Anthrax LF prot
Cc1cc(C)n(-c2cccc(Cl)c2C#N)n1,1,0.8,-0.2,0.7,nt,-3,-1,12,-10,nt
COc1ccc(/C=N\NC(=O)C2C(=O)NCC2c2ccccc2)cc1O (stereo unspecified),-9,nt,-4.5,0.4,-0.3,nt,-2,31,6,0
CN(C)CCCN=C(NO)c1ccc(Cl)cc1Cl,0,0.7,i,0.6,-0.6,3,0,20,-4,8
O=C(NNC(=O)c1csc(N2CCOCC2)n1)c1cccnc1,2,0.1,-0.7,-1.0,-2.4,6,nt,nt,6,-1
CCN(CC)CCN=c1c(C)nc(C#N)c(N)n1O,3,1.0,-3.3,nt,0.0,nt,nt,nt,7,-8
C=C1C(=O)[C@]23C[C@H]1CCC2[C@@]1(C)C(C[C@@H]3O)[C@](C)(C(=O)OC)CC[C@@H]1OC(C)=O (stereo partly specified),nt,2.2,nt,nt,0.0,nt,nt,nt,-2,-4
N/C(=N\OC(=O)c1ccc(F)cc1)c1nonc1N,1,0.3,-0.4,-0.8,-1.0,nt,1,3,-11,-1
O=C(CCNS(=O)(=O)c1ccc(Br)cc1)Nc1cccc(F)c1,0,0.7,-0.6,0.8,-4.8,-4,-3,17,6,-7
Cc1cccc(S(=O)(=O)N2CCn3cccc3C2C)c1 (stereo unspecified),2,-0.5,i,0.5,-4.1,-4,nt,nt,13,-3
Cc1ccccc1OCc1nnc(SCC(=O)N2CCc3ccccc32)n1C,-12,nt,-0.3,-0.2,-0.2,12,1,18,0,-3
COc1ccccc1NC(C#N)c1ccccc1OCc1ccccc1 (stereo unspecified),-4,2.0,i,-0.3,-1.6,-31,2,11,-13,-1
C=CCN(C(=O)CCC(=O)Nc1cc(C)on1)C(C(=O)NC1CCCC1)c1ccc(CC)cc1 (stereo unspecified),26,2.3,-0.2,4.1,-1.1,1,4,32,10,20
O=C(Cc1ccccc1)Nc1ccc(NC(=O)C2CCCCC2)nc1,-15,nt,-0.9,0.5,-0.4,1,-1,13,-5,1
CC(=O)Nc1ccc(C(=O)OCC(=O)Nc2ccccc2F)cc1,-8,0.5,i,-1.4,0.1,7,4,11,-4,0
